# IEC-6 cytotox – cytotoxicity in IEC-6 intestinal epithelial cells, primary screen, cytotoxicity control for KLF5 inhibitor project, cell-based, luminescence; IEC-6 cytotoxicity, luminescence viability; inhibition, % at 5 µM; AID 1825, 2009; 290,000 compounds, 0.78% hits; in the data active = inhibition above about 22%;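 also: 0% = plate median of test compound wells and 100% = cytotoxic reference compound wells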
# KLF5 inh – KLF5 expression inhibitors, primary screen, DLD-1 cells, luminescence. DLD-1 KLF5 promoter-luciferase reporter. inhibition, % at 5 µM. 290,000 compounds, 0.23% hits;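 active = inhibition above a per-plate limit of that plate's mean compound inhibition plus 3 SD, cut at about 60% in these data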;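 also: 0% = DMSO wells and 100% = LY294002 at 200 µM; higher means less KLF5 promoter-driven luciferase light; inactives centre near -14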
# aSyn UTR inh – MLPCN primary screen, SNCA 5' untranslated region; 300,000 compounds, 0.82% hits; AID 1813, 2009; alpha-synuclein 5'UTR reporter, inhibitor activity; inhibition, % (tested at 7.5 µM); in the data active = inhibition above about 60%; inconclusive = no clear call, values can overlap the other calls;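 also: H4 neuroglioblastoma cells stably carrying SNCA 5'UTR luciferase fusion; 0% = DMSO wells and 100% = positive control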
# HSF1 activator – HSF-1 activators, primary screen, NIH3T3-HGL cells, MG132 stress, luminescence, single point; activation, % at 9 µM; NIH3T3-HGL HSF-1 luciferase reporter, 8 h; 100% = twice DMSO control signal; 300,000 compounds, 1.7% hits;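 active = mean replicate activation of at least 50% with a set share of replicates each reaching 50%; inconclusive = only one of those two conditions met; inactive = mean below 50% and too few replicates reaching it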;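 also: 0% = median of the neutral control wells and 100% = twice that signal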
# HIF activator – HIF pathway transcriptional activators, primary screen, cell-based, U2OS HRE-luciferase, luminescence | U2OS HRE-luciferase reporter; normalized: DMSO 0%, desferrioxamine 100% | activation, % at 7.5 µM (by protocol) | 300,000 compounds, 0.32% hits;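 active = mean activation of at least 10% of the iron chelator positive control signal, with at least half of replicates also reaching 10%; inconclusive = mean and replicate majority disagree about reaching 10%; inactive = mean and most replicates under 10%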
# SKKanGAS inh – S. pyogenes SKKanGAS growth inhibitors in kanamycin, primary screen, streptokinase expression inhibitor project, SKKanGAS strain, BacTiter-Glo luminescence; 6 h; 300,000 compounds, 1.3% hits; inhibition, % at 7.5 µM;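 active = mean replicate score, as percent of positive control median, at least 50; inconclusive = mean below 50 but one replicate at or above 50; inactive = mean and every replicate below 50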;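 also: strain carries kanamycin resistance gene driven by streptokinase promoter and grows in 40 µg/ml kanamycin; loss of luminescence reflects streptokinase promoter inhibition or plain growth inhibition; 0% = median of DMSO wells and 100% = positive control at its reference dose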
# Platelet DG rel – inhibitors of platelet dense granule secretion, primary screen, cell-based, MLPCN, human platelets; human platelet-rich plasma, SFLLRN dense granule ATP release, luminescence; inhibition, %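 (compounds screened at 7.5 µM in platelet-rich plasma)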; 300,000 compounds, 0.22% hits; AID 1663, 2009;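 active = mean replicate score, as percent of positive control, at or above 50; inconclusive = mean below 50 but at least one replicate at or above 50; inactive = mean and every replicate below 50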
# AI-2 QS modul – Vibrio harveyi AI-2 quorum sensing modulators, primary screen, JMH597 strain, luminescence/OD600 ratio; Vibrio harveyi JMH597 AI-2 luminescence/OD600 ratio, 9 h; hits give low values; strain lacks LuxN and CqsS sensors; 0 = neutral-control median; activity change, % at 7.5 µM; 300,000 compounds, 0.4% hits; AID 2094, 2009; in the data active = activity change below about -75%, passing the limit was not always enough; inconclusive = no clear call, values can overlap the other calls;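 also: luminescence divided by OD600 gain over 9 h not by final OD600 alone; inactives centre near 13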
# HSF1 inh – HSF1 inhibitors in luciferase reporter cells, primary screen, cell-based, NIH3T3, luminescence; 300,000 compounds, 0.77% hits; activity change, negative = inhibition, % at 7.5 µM (by protocol); AID 2098, 2009; NIH3T3-HGL HSE-luciferase, MG132-induced, luminescence 8 h; hits give low values;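 active = more than half of replicate wells show activity change below -50%, luminescence cut by over half; inconclusive = some wells, but at most half, below -50%; inactive = no replicate well below -50%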;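 also: luciferase reports HSF-1 transcriptional activity via heat shock element; 0% = median of DMSO wells and -100% = zero luminescence signal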
# HSP90 inh – HSP90 inhibitors, primary screen, cell lysate, luminescence | 290,000 compounds, 0.91% hits | Heat shock protein HSP 90 (rabbit reticulocyte lysate; luciferase refolding) | Rabbit reticulocyte lysate, luciferase refolding luminescence, 3 h | inhibition, % at 5.6 µM;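 active = inhibition above the screen-wide mean plus 3 SD, computed separately per campaign, cut at about 16% in these data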;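 also: 0% = DMSO wells and 100% = 60 µM geldanamycin wells; inhibitors lower the luminescence because luciferase stays unfolded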
# * = called active by the depositor; ? = inconclusive; . = not tested or not shown. Not a hit list; 6% or so of the library scored in one or more.
SMILES,IEC-6 cytotox,KLF5 inh,aSyn UTR inh,HSF1 activator,HIF activator,SKKanGAS inh,Platelet DG rel,AI-2 QS modul,HSF1 inh,HSP90 inh
COc1cccc(-n2nnc3c(=O)n(Cc4ccccc4Cl)cnc32)c1,4,2,-22,-62,1.2,?,2,5,-58*,7
O=C(NC1CCCC1)C1CCC(CNS(=O)(=O)c2cccs2)CC1 (stereo not given),0,8,8,0,.,5,0,11,-4,4
Cc1ccc([N+](=O)[O-])cc1S(=O)(=O)NCc1cccnc1,4,-20,5,2,-0.3,3,-2,28,-6,-1
CCn1c(CCNC(=O)c2ccc(OC)cc2)nnc1SCc1ccc(Cl)c(Cl)c1,5,-10,40,43,0.3,-3,4,11,12,-2
O=C(O)CCCNc1ccc([N+](=O)[O-])c(NCCCC(=O)O)n1,0,-17,-16,-23,-0.1,-10,-2,3,-7,0
N#Cc1c(-c2cccnc2)c2c([nH]c1=S)CCCC2,5,-4,18,-9,-0.3,-1,-11,18,2,1
CCN1CCN(CCNC(=O)c2ccc3c(c2)N(Cc2cccc(Cl)c2)C(=O)c2ccccc2S3=O)CC1 (stereo not given),2,-34,-17,3,-0.2,-2,0,11,-5,-5
Cc1ccc(NC(=O)C2CCN(S(=O)(=O)c3c(C)nn(C)c3C)CC2)c(Cl)c1,-9,-15,5,-13,-0.4,-12,0,13,-5,3
Cc1ccc(-n2c(C)cc(/C=N/NC(=O)CC3(C)OCCO3)c2C)c(C)c1,2,-24,11,-7,-0.9,13,.,9,-6,12
O=C(CN1CCCc2ccccc21)NCc1ccccc1Cl,-1,-2,-18,-9,0.6,2,-16,4,5,-1
O=C(CSc1nnc2ccccn12)Nc1nsc(-c2ccccc2)n1,6,3,-7,-3,0.1,14,-1,23,-3,-3
CCOC(=O)c1cc(CC)sc1N1C(=O)CC(Sc2ccccc2C(=O)O)C1=O (stereo not given),-5,-22,24,40,0.2,.,9,38,38,0
CSCCC(NC(=O)c1ccco1)C(=O)Nc1ccc(C)cn1 (stereo not given),.,.,-42,-11,1.2,-11,3,21,7,.
COc1ccc(NC(=O)C(=O)NCCC2=CCCCC2)c(OC)c1,2,-22,-14,14,0.9,12,-4,25,5,0
CCOc1ccccc1/C=N\Nc1cnn(Cc2ccccc2)c(=O)c1Cl,0,-13,22,37,-0.8,35,11,36,29,-3
Cc1cccc(NS(=O)(=O)c2nnc(NC(=O)c3ccccc3F)s2)c1,5,-11,-8,-41,0.2,24,1,16,-23,4
CCOc1ccccc1-n1c(SCC(=O)N(CC)CC)nnc1-c1ccccn1,1,13,-6,-22,0.0,-1,1,14,-4,-1
Cc1ccc(C23CC4CC(CC(C(=O)NC(C)C(N)=O)(C4)C2)C3)cc1 (stereo not given),3,0,13,-1,0.2,2,4,17,-2,-5
CC1=C(C(=O)OCc2ccccc2)C(c2ccc3c(c2)OCO3)NC(=O)N1CCCC(=O)O (stereo not given),.,.,33,25,0.1,0,-4,28,5,.
CCN(CC)CCCNC(=O)CCC(=O)Nc1ccc2nc(N3CCCCC3)cc(C)c2c1,0,-20,-23,-4,0.0,-8,2,3,-3,2
C/C(=N\OCC(=O)Nc1c(C)cc(C)cc1C)c1ccc2c(c1)OCCO2,4,-12,10,-13,0.5,-4,3,5,6,-1
Cc1ccc(N2CCN(C(=O)c3cccs3)CC2)c(C)c1,-6,-22,5,-7,-26,5,-2,.,0,3
COc1cccc(-c2nc(CS(=O)(=O)CC(=O)NCCCN3CCOCC3)c(C)o2)c1,3,6,-15,-22,-0.4,8,-5,-4,-5,-4
C[C@H]1C(=O)N(C)CCN1Cc1cn(C)nc1-c1ccc(Oc2ccccc2)cc1,3,-20,8,9,-0.8,7,0,30,-1,1
c1ccc(CSC2=NNC(c3ccccn3)S2)cc1 (stereo not given),5,0,-3,-44,14*,83*,-1,14,-42,-4

# Next section; the last two above are carried over.
SMILES,IEC-6 cytotox,KLF5 inh,aSyn UTR inh,HSF1 activator,HIF activator,SKKanGAS inh,Platelet DG rel,AI-2 QS modul,HSF1 inh,HSP90 inh
C[C@H]1C(=O)N(C)CCN1Cc1cn(C)nc1-c1ccc(Oc2ccccc2)cc1,3,-20,8,9,-0.8,7,0,30,-1,1
c1ccc(CSC2=NNC(c3ccccn3)S2)cc1 (stereo not given),5,0,-3,-44,14*,83*,-1,14,-42,-4
CC(C)C(=O)NC(=S)Nc1nnn(C)n1,4,-25,2,4,0.2,-2,5,14,-4,-4
CCOc1cc(C)c(Cl)cc1S(=O)(=O)n1nnc2ccccc21,7,-21,6,-8,2.4,16,-5,22,5,2
COc1ccc(-c2sc3ccccc3c2C#CCO)cc1,11,-36,-17,6,0.6,11,8,14,8,-4
CCOC(=O)C1CCN(C(=O)Nc2ccc(C)c(Cl)c2)CC1,-3,-10,-15,2,0.3,1,9,19,5,-1
Cc1ccc2c(c1)C(c1ccccc1)CC(=O)O2 (stereo not given),4,-8,9,8,-2.5,-9,-19,6,2,1
Cc1cccc(CC2S/C(=N/c3ccccn3)NC2=O)c1 (stereo not given),0,-40,9,8,0.2,18,17,3,4,-1
COc1cc2c(C(=O)N3CCN(c4ccccc4C)CC3)c(C)oc2cc1Br,-6,-2,12,11,-0.3,51*,-2,34,0,-2
Cc1ccc(NC(=O)CC(NCCN2CCOCC2)C(=O)O)cc1Cl (stereo not given),3,-13,-8,-1,-0.2,-10,2,25,-1,3
CCO[C@H]1OC(C(=O)NCc2ccccc2)=C[C@@H](C2CC2)[C@@H]1CCCO,0,-28,10,-14,-0.3,-3,15,-1,-7,9
CCCC(CCC)C(=O)Nc1cccc(C(=O)O)c1,-2,-34,13,3,-0.1,0,11,6,4,1
COCC(C)NC(=O)CSc1nc2ccccc2c(=O)n1CCc1ccc(S(N)(=O)=O)cc1 (stereo not given),-4,13,-5,-8,-0.2,0,2,19,1,-5
COC(=O)C1CCN(C(=O)c2ccc3nc(-c4cccc(OC)c4)oc3c2)CC1,7,-88,-136,-7,3.0,32,-7,7,-12,51*
Cc1ccc(-n2c(-c3ccccc3)c[n+]3c2CCC3)cc1,4,-2,-32,0,0.2,-2,-7,5,-4,1
COCC(=O)c1[nH]c2ccccc2c1C,-1,-27,-4,6,0.1,-1,2,4,-6,-2
Cn1ccnc1C(=O)c1ccc(N)cc1,-1,7,-19,-3,-0.3,3,7,22,-6,-1
C=CCNc1oc(-c2cccs2)nc1C#N,1,-61,-14,9,1.2,-12,-5,18,15,4
CCOc1cc(S(=O)(=O)Nc2ccc(Cl)cn2)ccc1Cl,-6,-35,11,5,-0.4,4,3,16,0,-3
O=C(CN1C(=O)CC(c2ccccc2)S(=O)(=O)c2ccccc21)N1CCCC1 (stereo not given),-2,-27,4,-12,-0.9,3,2,-2,-10,3
CCCN(CC(=O)Nc1ccccc1C)C(=O)c1ccc(S(=O)(=O)N2CCCCC2)cc1,3,-9,-4,-8,0.2,-8,-6,-4,-3,5
O=C1CCCc2nc3c(cc21)C(O)Oc1ccccc1-3 (stereo not given),2,110*,-31,0,-0.6,-2,-4,16,-6,-2
CC1CC(Nc2ccccc2)=CC(=O)O1 (stereo not given),-2,-35,5,-2,-0.6,-3,3,35,8,-5
COc1ccc(S(=O)(=O)N2CCC(C(=O)N[C@@H](C)C(=O)NCc3ccccc3OC)CC2)cc1,6,-10,15,34,-0.6,-5,4,-6,30,2
Cc1csc(NC(=O)CSc2nncc(=O)n2N)n1,4,13,7,0,0.1,-2,-3,8,-6,3

# Filtered by structure, those above with a halogen
SMILES,IEC-6 cytotox,KLF5 inh,aSyn UTR inh,HSF1 activator,HIF activator,SKKanGAS inh,Platelet DG rel,AI-2 QS modul,HSF1 inh,HSP90 inh
COc1cccc(-n2nnc3c(=O)n(Cc4ccccc4Cl)cnc32)c1,4,2,-22,-62,1.2,?,2,5,-58*,7
CCn1c(CCNC(=O)c2ccc(OC)cc2)nnc1SCc1ccc(Cl)c(Cl)c1,5,-10,40,43,0.3,-3,4,11,12,-2
CCN1CCN(CCNC(=O)c2ccc3c(c2)N(Cc2cccc(Cl)c2)C(=O)c2ccccc2S3=O)CC1 (stereo not given),2,-34,-17,3,-0.2,-2,0,11,-5,-5
Cc1ccc(NC(=O)C2CCN(S(=O)(=O)c3c(C)nn(C)c3C)CC2)c(Cl)c1,-9,-15,5,-13,-0.4,-12,0,13,-5,3
O=C(CN1CCCc2ccccc21)NCc1ccccc1Cl,-1,-2,-18,-9,0.6,2,-16,4,5,-1
CCOc1ccccc1/C=N\Nc1cnn(Cc2ccccc2)c(=O)c1Cl,0,-13,22,37,-0.8,35,11,36,29,-3
Cc1cccc(NS(=O)(=O)c2nnc(NC(=O)c3ccccc3F)s2)c1,5,-11,-8,-41,0.2,24,1,16,-23,4
CCOc1cc(C)c(Cl)cc1S(=O)(=O)n1nnc2ccccc21,7,-21,6,-8,2.4,16,-5,22,5,2
CCOC(=O)C1CCN(C(=O)Nc2ccc(C)c(Cl)c2)CC1,-3,-10,-15,2,0.3,1,9,19,5,-1
COc1cc2c(C(=O)N3CCN(c4ccccc4C)CC3)c(C)oc2cc1Br,-6,-2,12,11,-0.3,51*,-2,34,0,-2
Cc1ccc(NC(=O)CC(NCCN2CCOCC2)C(=O)O)cc1Cl (stereo not given),3,-13,-8,-1,-0.2,-10,2,25,-1,3
CCOc1cc(S(=O)(=O)Nc2ccc(Cl)cn2)ccc1Cl,-6,-35,11,5,-0.4,4,3,16,0,-3

# Screening data: PubChem, several laboratories
